TEAD-YAP inh: TEAD-YAP interaction inhibition, primary screen, TEAD-YAP interaction inhibitor project, luminescence, HEK-TIYL cells; TEAD-Gal4/YAP UAS-luciferase luminescence; inhibition, % at 9.12 µM; 640,000 compounds, 1.4% hits; AID 1259422, 2018; in the data active means inhibition above about 32%;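 further: 0% = median of test compound wells and 100% = reference inhibitor wells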
FBW7 act: FBW7 E3 ligase activators, primary screen, biochemical, AlphaScreen, human. normalized activity (activation), % at 26.1 µM. AlphaScreen FBW7–phospho-cyclin E peptide binding, activator screen. AID 1259310, 2017. F-box/WD repeat-containing protein 7 (Homo sapiens), Q969H0. 650,000 compounds, 0.13% hits; in the data active means normalized activity above about 1.9%;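 further: purified mutant Fbw7 with reduced substrate affinity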
MITF primary: MITF inhibitors, primary screen, biochemical, AlphaScreen, human. inhibition, % at 2.6 µM. AlphaScreen MITF homodimerization, bead proximity signal. Microphthalmia-associated transcription factor (Homo sapiens), O75030. 650,000 compounds, 0.91% hits; in the data active means inhibition above about 50%;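 further: 0% = vehicle wells with protein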
Target sequence (O75030 whole entry, looked up): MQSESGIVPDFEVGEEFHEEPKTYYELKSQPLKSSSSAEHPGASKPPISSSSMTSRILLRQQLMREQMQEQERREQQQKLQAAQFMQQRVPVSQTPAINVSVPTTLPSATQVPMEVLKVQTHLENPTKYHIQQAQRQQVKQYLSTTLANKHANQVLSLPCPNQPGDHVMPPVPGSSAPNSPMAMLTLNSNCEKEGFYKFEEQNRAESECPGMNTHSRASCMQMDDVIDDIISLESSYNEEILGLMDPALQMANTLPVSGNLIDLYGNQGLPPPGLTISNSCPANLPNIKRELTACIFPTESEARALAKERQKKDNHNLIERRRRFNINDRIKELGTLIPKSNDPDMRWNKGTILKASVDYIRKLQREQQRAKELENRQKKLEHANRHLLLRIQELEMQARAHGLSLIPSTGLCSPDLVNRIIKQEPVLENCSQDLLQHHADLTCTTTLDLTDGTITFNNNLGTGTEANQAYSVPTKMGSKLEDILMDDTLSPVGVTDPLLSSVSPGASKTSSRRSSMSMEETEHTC
GPR151 activ: activators of human GPR151, primary screen, cell-based, PathHunter beta-arrestin, luminescence. activation, % at 11.2 µM. 650,000 compounds, 1% hits. PathHunter beta-arrestin GPR151 cells; in the data active means activation above about 4.9%;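 further: 0% = median of compound wells and 100% = cells with positive control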
Target sequence (Q8TDV0 whole entry, looked up): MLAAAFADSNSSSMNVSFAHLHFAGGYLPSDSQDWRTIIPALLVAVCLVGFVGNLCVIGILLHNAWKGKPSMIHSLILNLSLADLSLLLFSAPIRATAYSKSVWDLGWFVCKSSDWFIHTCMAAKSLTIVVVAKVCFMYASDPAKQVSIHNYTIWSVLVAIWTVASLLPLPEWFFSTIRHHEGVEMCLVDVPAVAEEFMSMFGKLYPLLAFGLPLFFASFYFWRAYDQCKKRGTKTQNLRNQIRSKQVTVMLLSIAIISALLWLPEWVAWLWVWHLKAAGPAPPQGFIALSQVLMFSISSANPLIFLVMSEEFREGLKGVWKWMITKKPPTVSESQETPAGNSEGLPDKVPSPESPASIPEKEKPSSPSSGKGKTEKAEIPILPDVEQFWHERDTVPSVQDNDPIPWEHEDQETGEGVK
Numbers without * were called inactive.

no.	smiles	TEAD-YAP inh	FBW7 act	MITF primary	GPR151 activ
1	Oc1[nH]c2ccccc2c1/C=N/c1nccs1	-35	0.0	-9	1.0
2	CC(C)C(=O)Nc1ccccc1C(C)C	5	-0.2	10	1.4
3	COc1ccc(OC)c(S(=O)(=O)Oc2cc(C)cc(C)c2)c1	-2	-0.1	-11	-1.5
4	CCOC(=O)c1ccc(NC(=O)CN2CCC(c3nc4ccccc4s3)CC2)cc1	9	0.2	8	0.1
5	O=C(NCCO)c1cc(NCCCN2CCCC2=O)nc2ccccc12	-6	0.9	12	-2.6
6	CCC(=O)Nc1ccc(C(=O)COC(=O)CCCc2nc3ccccc3s2)cc1	-9	0.1	15	-0.2
7	C=CCn1c(=NC(C)=O)sc2cc(OCC)ccc21	-7	0.0	-12	2.3
8	CCc1ccc(C2C(C#N)=C(N)N(c3sc4c(c3C#N)CCCCC4)C3=C2C(=O)CCC3)cc1 (stereo not drawn)	-6	-0.1	-2	-1.3
9	COC(=O)C1=C(C)N=c2s/c(=C/c3ccc([N+](=O)[O-])cc3)c(=O)n2C1c1cccs1 (stereo not drawn)	-3	0.0	-3	0.7
10	Cc1cccc(NC(=O)NCCNc2cc(-n3ccnc3C)ncn2)c1C	11	-0.1	9	-2.0
11	Clc1ccccc1CSc1nc(NCc2ccc3c(c2)OCO3)c2ccccc2n1	1	-0.1	-1	-0.8
12	Cc1cc(=O)nc2c3ccccc3n(CC(=O)Nc3cccc(C(F)(F)F)c3)n12	-1	-0.1	0	-0.1
13	Cn1c(SCc2ccccn2)nnc1-c1ccncc1	0	0.1	9	0.1
14	O=C1NC(=O)/C(=C/c2ccccc2OCc2ccc([N+](=O)[O-])cc2)S1	2	0.1	14	0.1
15	COc1cccc(NC(=O)N2CCCC2C(=O)Nc2cccc(F)c2)c1 (stereo not drawn)	8	0.3	18	-1.2
16	Cc1cccc(-n2nc3c(c2NC(=O)CCC2CCCC2)CSC3)c1C	0	0.0	5	-1.5
17	COCCCN1C(=O)C(O)=C(C(C)=O)C1c1ccc(O)cc1 (stereo not drawn)	-5	0.0	-4	-0.2
18	O=S(=O)(CCN1CCc2nc(-c3ccccn3)nc(N3CCCC3)c2C1)c1ccccc1	-4	-0.7	21	-0.7
19	CC1(C)CC(NCc2ccccc2)=CC(=C(C#N)C#N)C1	2	0.1	22	1.2
20	COC(=O)NC(=C(Cl)Cl)S(=O)(=O)c1ccc(C)cc1	-11	0.0	11	1.2
21	COc1ccc(-c2nc(SCC(=O)Nc3cccc(SC)c3)n[nH]2)cc1	-6	0.0	-5	-1.4
22	O=C(O)/C=C/c1cc(Cl)c2c(c1)OCCO2	8	0.0	-13	-2.3
23	CS(=O)C1CCCCC1(O)CSc1nc(-c2cccs2)cc(-c2ccccc2)c1C#N (stereo not drawn)	8	0.3	14	-0.6
24	O=C(CN1CCC(n2nnc3ccccc32)CC1)NCc1ccc(F)cc1	7	0.1	1	-1.4
25	COc1ccc(C(=O)OCCCC(=O)c2ccc(F)cc2)c(OC)c1	0	0.0	6	2.1

Rewritten field by field: entries from further up
#13 Cn1c(SCc2ccccn2)nnc1-c1ccncc1
- TEAD-YAP inh = 0
- FBW7 act = 0.1
- MITF primary = 9
- GPR151 activ = 0.1

#14 O=C1NC(=O)/C(=C/c2ccccc2OCc2ccc([N+](=O)[O-])cc2)S1
- TEAD-YAP inh = 2
- FBW7 act = 0.1
- MITF primary = 14
- GPR151 activ = 0.1

#15 COc1cccc(NC(=O)N2CCCC2C(=O)Nc2cccc(F)c2)c1 (stereo not drawn)
- TEAD-YAP inh = 8
- FBW7 act = 0.3
- MITF primary = 18
- GPR151 activ = -1.2

#16 Cc1cccc(-n2nc3c(c2NC(=O)CCC2CCCC2)CSC3)c1C
- TEAD-YAP inh = 0
- FBW7 act = 0.0
- MITF primary = 5
- GPR151 activ = -1.5

Next compounds:
no.	smiles	TEAD-YAP inh	FBW7 act	MITF primary	GPR151 activ
26	O=C(Nc1ccccc1)c1ccccc1N=Cc1cc([N+](=O)[O-])ccc1O	-34	0.0	-1	-2.4
27	O=C(Nc1ccc(O)c(-c2nc3ccccc3o2)c1)c1ccc([N+](=O)[O-])o1	24	0.3	10	0.1
28	COc1ccc(C(=O)CC2=C(O)c3ccccc3C(=O)C2=O)cc1	1	-0.1	-6	0.3
29	CCc1nc2ccccc2c2nn(CC(=O)NCCCN3CCCC3=O)c(=O)n12	3	0.0	-5	0.0
30	CCN1CCN(C(=O)c2cc3c(=O)oc4ccc(C)cc4c3s2)CC1	0	-0.2	-2	0.5
31	O=C(Nn1cnc2ccccc2c1=O)c1ccccc1[N+](=O)[O-]	-6	0.1	-8	-0.2
32	CCOC(=O)NC1(C(F)(F)F)C(=O)Nc2c1c(=O)[nH]c(=O)n2-c1ccccc1 (stereo not drawn)	2	-0.2	-14	-0.5
33	O=C(NCc1cccc(C(F)(F)F)c1)c1ccc2nc(Nc3ccccc3)sc2c1	15	0.3	8	0.9
34	O=C(O)c1ccc(N2C(=O)c3cccc4c(Cl)ccc(c34)C2=O)cc1	-7	0.0	10	1.1
35	Fc1ccc(Nc2ncnc3c2cnn3-c2ccc(Cl)cc2)cc1Cl	26	-0.1	-1	1.5
36	CC1(C)CC(=O)C2=C(C1)N(c1ccc(Br)cc1)C(N)=C(C#N)C2c1ccc(Br)s1 (stereo not drawn)	0	0.1	-15	-1.3
37	O=C(NC(=O)c1ccccc1)Nc1ccccc1O	-22	1.5	-5	-4.6
38	O=C(NCc1ccco1)N(c1ccccc1)c1ccccc1	-9	0.0	-6	-0.5
39	COC(=O)c1ccccc1NC(=S)NC(=O)/C=C/c1ccco1	3	-0.1	14	-0.6
40	N#Cc1cc2c(nc1SCC(=O)Nc1cc(S(=O)(=O)N3CCCCC3)ccc1Cl)CCCC2=O	-4	0.2	4	-0.7
41	O=C1CCCC2=C1C(c1ccc(F)cc1)Nc1ccccc1N2 (stereo not drawn)	0	0.3	9	0.2
42	Cc1ccccc1N1CCN(Cc2cccs2)CC1	0	-0.1	38	0.4
43	N#CC1=C(N)Oc2n[nH]c(-c3ccc([N+](=O)[O-])cc3)c2C1c1ccc2c(c1)OCO2 (stereo not drawn)	4	-0.2	-4	0.4
44	C=CCN(CC(=O)NCc1ccc(OC)cc1)C(=O)c1csnn1	2	-0.1	-7	-0.6
45	Nc1nc(-c2cc([N+](=O)[O-])cs2)cs1	-9	-0.2	-40	-0.6
46	COc1ccc2nc(Cl)c(C3CC(c4ccc(OC)c(OC)c4)=NN3C(=O)c3ccco3)cc2c1 (stereo not drawn)	0	0.2	18	0.2
47	COCCCN(CCCN)Cc1ccco1	5	0.0	-10	-0.7
48	CCN1CCN(Cc2nc3c(c(=O)n(C)c(=O)n3C)n2Cc2ccc(F)cc2)CC1	-7	0.1	9	1.5
49	CC(C)CNC(=O)/C(=C/c1cn(-c2ccccc2)nc1-c1ccc(Cl)cc1)NC(=O)c1ccccc1	11	0.1	10	1.2
50	COc1cccc(CNC(=O)c2oc3ccc4c(c3c2C)C(=O)CC(C)(C)O4)c1	-22	0.1	-1	-0.1
51	CC1CCN(S(=O)(=O)c2ccc(NC(=O)CCSc3ccccc3)cc2)CC1	4	0.4	12	0.0
52	COCCOC(=O)C1=C(C)NC(=S)NC1c1ccc(C)cc1 (stereo not drawn)	-4	-0.2	1	-0.5
53	Cc1ccc2[nH]c3c(cc(NCCN)c4c(=O)c5ccccc5c(=O)c43)oc2c1	2	-0.7	10	1.3
54	O=C(CCN1c2ccccc2Sc2ccccc21)OC1CCOC1=O (stereo not drawn)	3	0.2	-4	-0.5
55	O=C(Cn1c(=O)oc2cc(S(=O)(=O)N3CCCC3)ccc21)NCCC1=CCCCC1	12	-0.1	-3	0.9
56	CC(=O)Oc1ccc2c(=O)c(-c3ccccc3)c(C)oc2c1	-5	0.1	-1	0.3
57	CCC1(C)Cc2ccccc2-c2nc(NCCCO)n(-c3ccccc3)c(=O)c21 (stereo not drawn)	4	-0.1	2	-0.2
58	CCc1ccc(Nc2nc(C)cc(C)c2C#N)cc1	0	0.3	-9	0.0
59	CN1CCOC(=O)C1CC(=O)Nc1ccc(I)cc1 (stereo not drawn)	-6	0.5	12	-0.7
60	N#C/C(=C\c1ccc(Br)cc1)c1nnc2n1CCCCC2	-8	-0.1	-2	1.0
61	CC(Nc1cc(N2CCN(C(=O)c3cccc(Cl)c3)CC2)ccc1[N+](=O)[O-])c1ccccc1 (stereo not drawn)	12	0.3	14	-1.0
62	Cc1cncc2cccc(NC3CCN(C(=O)[C@@H](N)Cc4ccccc4)CC3)c12	4	-0.4	14	-0.3
63	CCOC(=O)C1(CCOC)CCN(C(=O)c2ccc(NC(C)=O)cc2)CC1	-5	-0.1	-3	-0.8
64	COc1cccc(C2NC(=S)NC(C)=C2C(=O)Nc2ccc(OC)cc2OC)c1 (stereo not drawn)	-1	-0.1	15	1.1
65	CC(=O)c1ccc(NC(=O)COC(=O)c2ccccc2SCC(=O)N2CCCC2)cc1	-9	0.0	-3	0.8
66	Cc1ccc(C(=O)Nc2ccc3c(c2)ncn3-c2ccccc2C)cc1	-4	0.1	7	-0.2
67	COc1ccc(C2(C(F)(F)F)NC(=O)N(C)C(=O)N2C)cc1 (stereo not drawn)	-3	0.0	-2	-0.8
68	COC(=O)C1=NOC2(CC(=O)N(c3ccc(Br)cc3)C2=O)C1 (stereo not drawn)	-9	-0.1	-9	-0.8
69	Cc1ccc(-c2cnc(SCC(=O)Nc3ccccc3N3CCOCC3)n2C)cc1	-3	0.3	28	-0.4
70	CC1CCC(NS(=O)(=O)c2ccc(S(=O)(=O)NCc3ccccc3)cc2)CC1 (stereo not drawn)	-3	-0.1	-6	-0.1
71	Cc1noc(C)c1C(=O)NCC1Cc2cc(-c3ccc(S(C)(=O)=O)cc3)ccc2O1 (stereo not drawn)	8	-0.1	-13	0.1
72	COc1ccc(NC(=O)NCCCN2CCCCC2C)cc1 (stereo not drawn)	-4	0.0	1	0.1
73	CNS(=O)(=O)c1cc(-c2nnc(Nc3ccc(Cl)c(Cl)c3)c3ccccc23)ccc1C	-36	0.3	17	-0.5
74	O=C(COc1ccc(Cl)cc1)Nc1nnc(SCC(=O)NC2CCCCC2)s1	4	-0.3	-10	-1.6
75	COc1ccc(S(=O)(=O)N(C)CC(=O)Nc2cccc(OC)c2)cc1	-1	0.1	9	6.2*

Carrying on.
no.	smiles	TEAD-YAP inh	FBW7 act	MITF primary	GPR151 activ
76	COCCN(C(=O)CCC1CCCC1)c1nnc(-c2cccnc2)s1	-18	0.1	16	2.1
77	COc1cccc(C2C(C#N)=C(N)Oc3cc(C)oc(=O)c32)c1OC (stereo not drawn)	-1	-0.1	13	0.1
78	O=C(Nc1cc(Cl)ccc1N1CCOCC1)c1ccc(Br)o1	0	-0.2	-4	0.5
79	CC1=C(C(=O)N2CCCCC2)C(c2cccc(O)c2)C2=C(CCCC2=O)N1 (stereo not drawn)	3	0.9	11	0.9
80	Cc1ccc(-c2nc(O)c(C3=c4cc([N+](=O)[O-])ccc4=NC3=O)s2)cc1	14	-0.1	3	-1.1
81	COc1ccc(S(=O)(=O)N(CC(=O)N2CCN(C)CC2)c2ccccc2OC)cc1	-3	0.0	-4	-1.0
82	O=c1c(NCc2ccccc2Cl)c(-c2ccc(Cl)cc2)c1=O	4	0.0	-6	1.9
83	CC1CCCC(NC(=O)CCn2c(=O)oc3ccccc32)C1C (stereo not drawn)	12	0.0	4	-1.0
84	C=C(C)COc1ccc2oc(C)c(C(=O)O)c2c1	6	-0.1	12	0.5
85	CC(C)NC(=O)c1ccc2c(c1)N(CC#N)C(=O)C(C)(C)O2	3	0.2	3	0.4
86	CC(C)C(c1nnnn1Cc1cccs1)N1CCC(C(N)=O)CC1 (stereo not drawn)	-4	0.1	-1	0.2
87	O=C(NCc1cccc(C(F)(F)F)c1)c1ccnc(N2CCN(Cc3ccc4c(c3)OCO4)CC2)c1	8	-0.1	-10	-0.3

Three records picked at random from the list so far:
no.	smiles	TEAD-YAP inh	FBW7 act	MITF primary	GPR151 activ
20	COC(=O)NC(=C(Cl)Cl)S(=O)(=O)c1ccc(C)cc1	-11	0.0	11	1.2
45	Nc1nc(-c2cc([N+](=O)[O-])cs2)cs1	-9	-0.2	-40	-0.6
4	CCOC(=O)c1ccc(NC(=O)CN2CCC(c3nc4ccccc4s3)CC2)cc1	9	0.2	8	0.1
